IL-1B inflam inh: inhibitors of inflammasome signaling (IL-1 beta secretion). THP-1 LPS/ATP IL-1B secretion, AlphaLISA, 16 h; stronger effect = lower value. activity change, % at 57.5 µM. hit rate 4.7% among 360,000. AID 743279; in the data active = activity change below about -50%; inconclusive = mostly about -30% to -49%; note: % is set by controls: 0 for no effect and ±100 for the full control effect
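Secreted IL-1B measured by AlphaLISA bead assay after 16 h compound exposure of THP-1 cells; compounds (final up to 57.5 uM) added 1 h before LPS (250 ng/mL) and ATP (1.25 mM) stimulation; lower signal means less secretion.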
ATXN2 expr inh: ATXN2 expression inhibition | Potency, µM (doses to about 57 µM), for the others: top-dose activity change, negative = inhibition, hits mostly inhibitors | HEK-293 ATXN2-luciferase reporter, luminescence, 24 h | AID 1745845 | hit rate 0.72% among 360,000; note: potency is the fitted concentration of half-maximal effect; % is set by controls: 0 for no effect and ±100 for the full control effect; nearly all actives have a fitted effect of over 55% in size
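ATXN2-luciferase reporter cells (luciferase flanked by upstream and downstream ATXN2 gene portions) were treated 24 h at 37 °C with compounds at up to 57 uM. SteadyGlo luminescence gave expression; GF-AFC fluorescence gave viability.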
HT1080 IDH1KD tx: kills HT-1080 cells with IDH1 knockdown | hit rate 2% among 360,000 | HT-1080 IDH1 knockdown viability, ATP luminescence, 48 h | Potency, µM (titrated, usually from 46.1 µM), without a hit: at the highest dose activity, negative = toxicity, actives largely listed as cytotoxic;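 note: potency is the fitted concentration of half-maximal effect; 0% = DMSO wells and -100% = cell-free medium wells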
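HT-1080-IDH1KD cells (IDH1 knocked down), 750/well in RPMI with 5% FBS, treated with compound 48 h at 37 degrees C. Viability by CellTiter-Glo luminescence, normalised to DMSO and no-cell wells; concentration-response curves classed.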
HT1080NT lethal: kills 2HG-producing HT-1080-NT fibrosarcoma cells; HT-1080-NT fibrosarcoma viability, CellTiter-Glo ATP luminescence, 48 h; Potency, µM (highest dose often 46.1 µM), without a hit: at the top dose activity, negative = less viability, hits mostly cytotoxic; hit rate 1.6% among 360,000;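 note: NT is the 2HG producing partner of a matched IDH1 knockdown line; potency is the fitted concentration of half-maximal effect; 0% = DMSO-treated cells and -100% = media-only wells without cells; nearly all actives have a fitted effect of over 55% in size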
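Fibrosarcoma NT cells, 750 per well in 5% FBS RPMI, were exposed to compound for 48 hours. Viability: CellTiter-Glo luminescence.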
KB-3-1 tox: KB-3-1 parental cell cytotoxicity; KB-3-1 viability, CellTiter-Glo ATP luminescence, 72 h; hit rate 1.4% among 400,000; Potency, µM (doses to about 46.1 µM), for the others: at the highest dose activity change, negative = cytotoxic, actives largely listed as cytotoxic; AID 1347075; note: potency is the fitted concentration of half-maximal effect; % is set by controls: 0 for no effect and ±100 for the full control effect; nearly all actives have a fitted effect of over 60% in size
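Luminescent ATP read-out (CellTiter-Glo) measures survival of drug-naive KB-3-1 cells after 72 h compound exposure at 37 °C. Titration series was screened from lowest to highest concentration, with DMSO vehicle plates as background controls.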
SW480 rerep: inducers of DNA re-replication in SW480 colon cancer cells | AID 624297 | SW480 DNA re-replication, Hoechst DNA content imaging, 48 h | Potency, µM (titrated, usually from 46.1 µM), inactives show top-dose re-replication activation, most hits filed as activators | hit rate 1.8% among 340,000; note: potency is the fitted concentration of half-maximal effect; % of control where 0% means no effect; nearly all actives have a fitted effect of over 55% in size
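250 cells/well; 23 nL cpd via pin tool; 48 hr, 37 C, 5% CO2; Hoechst 40 min; imager read of total nuclear intensity, ex 405/em 500-530 nm.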
MCF10A rereplic: inducers of DNA re-replication in MCF 10A breast cells; MCF 10A DNA re-replication, Hoechst nuclear intensity, 48 h; Potency, µM (doses to about 46.1 µM), inactives show at the highest dose activity, positive = re-replication, usual class: activators; hit rate 2.9% among 350,000; note: potency is the fitted concentration of half-maximal effect; % of control where 0% means no effect; nearly all actives have a fitted effect of over 50% in size
KB-V1 cytotox: KB-V1 MDR subline cytotoxicity. hit rate 3.4% among 400,000. AID 1347076. KB-V1 MDR cells viability, CellTiter-Glo, 72 h. Potency, µM (titrated, usually from 46.1 µM), for inactives: at the top dose activity change, negative = cytotoxicity, usual class: cytotoxic; note: potency is the fitted concentration of half-maximal effect; % is set by controls: 0 for no effect and ±100 for the full control effect; nearly all actives have a fitted effect of over 60% in size
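qHTS viability screen in drug-selected KB-V1 MDR cells: 72 h compound treatment at 37 degrees C, ATP luminescence end point.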
WRN helicase inh: inhibitors of human WRN helicase | Potency, µM (series often up to 114 µM), for inactives: at the highest dose activity change, negative = inhibition, actives largely listed as inhibitors | hit rate 0.46% among 360,000 | AID 651768 | WRN helicase unwinding, fluorescent forked duplex, kinetic; note: potency is the fitted concentration of half-maximal effect; % is set by controls: 0 for no effect and ±100 for the full control effect; nearly all actives have a fitted effect of over 55% in size
Target sequence (Q14191 whole entry, looked up): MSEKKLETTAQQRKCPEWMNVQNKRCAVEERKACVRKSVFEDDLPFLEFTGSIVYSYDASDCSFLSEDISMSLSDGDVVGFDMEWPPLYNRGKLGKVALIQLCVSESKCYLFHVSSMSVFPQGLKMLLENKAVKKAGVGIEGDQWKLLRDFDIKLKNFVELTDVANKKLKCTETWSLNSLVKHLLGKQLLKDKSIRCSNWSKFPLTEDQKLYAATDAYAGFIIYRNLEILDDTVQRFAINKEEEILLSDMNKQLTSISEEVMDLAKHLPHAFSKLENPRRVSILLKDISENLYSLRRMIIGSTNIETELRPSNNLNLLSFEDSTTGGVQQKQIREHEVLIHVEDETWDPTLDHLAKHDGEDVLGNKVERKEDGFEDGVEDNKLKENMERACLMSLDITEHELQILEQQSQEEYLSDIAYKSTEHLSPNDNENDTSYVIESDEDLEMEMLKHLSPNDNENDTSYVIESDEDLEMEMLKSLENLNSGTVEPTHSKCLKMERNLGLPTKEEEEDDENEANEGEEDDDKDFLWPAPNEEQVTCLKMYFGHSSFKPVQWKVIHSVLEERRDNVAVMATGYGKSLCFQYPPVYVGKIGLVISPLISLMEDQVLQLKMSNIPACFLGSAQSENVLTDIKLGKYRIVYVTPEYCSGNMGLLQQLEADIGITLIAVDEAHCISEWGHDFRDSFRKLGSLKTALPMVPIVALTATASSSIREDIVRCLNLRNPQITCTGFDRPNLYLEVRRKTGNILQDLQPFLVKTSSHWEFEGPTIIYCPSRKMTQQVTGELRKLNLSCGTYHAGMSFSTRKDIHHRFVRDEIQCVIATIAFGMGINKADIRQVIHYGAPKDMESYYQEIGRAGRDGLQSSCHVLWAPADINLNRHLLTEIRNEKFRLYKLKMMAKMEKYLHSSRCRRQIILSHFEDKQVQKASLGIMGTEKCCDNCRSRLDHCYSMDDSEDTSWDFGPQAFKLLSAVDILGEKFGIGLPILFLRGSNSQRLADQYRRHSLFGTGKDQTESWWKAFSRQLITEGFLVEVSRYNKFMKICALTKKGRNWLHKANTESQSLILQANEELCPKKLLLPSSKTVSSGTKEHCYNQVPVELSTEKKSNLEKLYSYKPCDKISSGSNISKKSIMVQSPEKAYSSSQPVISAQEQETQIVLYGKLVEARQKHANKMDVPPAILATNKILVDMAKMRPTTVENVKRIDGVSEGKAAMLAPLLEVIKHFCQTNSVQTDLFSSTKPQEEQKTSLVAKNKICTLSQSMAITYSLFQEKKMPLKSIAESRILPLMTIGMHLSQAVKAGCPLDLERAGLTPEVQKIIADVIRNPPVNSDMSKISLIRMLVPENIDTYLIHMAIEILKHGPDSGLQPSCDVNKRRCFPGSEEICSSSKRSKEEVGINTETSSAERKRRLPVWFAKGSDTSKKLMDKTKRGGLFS
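Fluorescence dequenching readout, ex 525 nm/em 598 nm, kinetic mode: forked duplex DNA (100 nM final) with adjacent fluorophore and quencher unwound by WRN (20 nM final) with 2 mM ATP. Compound preincubation 15 min, room temperature.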
Starred values were filed as active, the others as inactive; ? = inconclusive; / = no result given; & = joins results of further samples; [ ] = remark or other dose. Unless noted, calls come from the whole dose curve; as a rule, active = well fitted curve in the direction sought with a large enough effect; inconclusive = small, poorly fitted or top-dose-only effect, or another doubt; inactive = no such curve, though single readings can be large; an effect the other way counts as inactive or inconclusive.

Compound | IL-1B inflam inh | ATXN2 expr inh | HT1080 IDH1KD tx | HT1080NT lethal | KB-3-1 tox | SW480 rerep | MCF10A rereplic | KB-V1 cytotox | WRN helicase inh
NC(=O)C1(c2ccccc2)CCCN1C(=O)c1ccccc1Br (stereo not given) | 0 | -4% | 1% | 9% | 28% | -3% | 18% | 6% | 2%
Cc1ccc(NC(=O)C2CC(=O)OC23CCOC(C)(C)C3)cc1 (stereo not given) | 9 | 5% | 12% | 6% | -2% | -1% | ? | 20% | -3%
Cc1cc(C)c2ccc(=S)[nH]c2n1 | -18 | 4% | 7% | 10% | -2% | -6% | 1% | 2% | -1%
Cc1nc2nc[nH]n2c(=O)c1CCOC(=O)c1c(F)cccc1F | 16 | -18% | -19% | -4% | 4% | 2% | -5% | 6% | -6%
Cc1noc(C)c1COC(=O)c1ccccc1NC(=O)c1ccco1 | ? | -11%[11.3 µM] | -5% | 2% | -2% | ? | -23% | -25% | -2%[57.1 µM]
Cc1cccc(/C=N/NC(=O)C(C)Nc2cccc3ccccc23)n1 (stereo not given) | 37 | -8% | -25% | -20% | 16% | ? | -9% | ? | -8%
COc1ccc(CCNC(=O)CC2SC(=NCCc3ccccc3)NC2=O)cc1 (stereo not given) | 0 | 13% | 5% | 6% | -1% | 3% | 14% | -31% | 1%
O=C(NCCOC(=O)c1ccccc1)c1ccc([N+](=O)[O-])cc1 | 27 | 5% | 6% | 0% | -6% | 1% | -3% | -5% | -6%
CC(C)OCC1Cn2c(nc3c2c(=O)n(C)c(=O)n3C)O1 (stereo not given) | 0 | -1% | 11% | 16% | 4% | ? | -2% | 1% | 10%
CCCc1ccc(Oc2cn[nH]c2-c2ccc(O)c(C)c2O)cc1 | -64* | ? | ? | ? | 14% | -1% | ? | -30% | -13%
Cc1ccc(C(C)C)c(OCC(=O)Nc2ccc(N3CCOCC3)cc2N2CCOCC2)c1 | -1 | -12% | 2% | 2% | ? | -2% | ? | 0% | 13%
O=C(c1nc2ccccn2c1CN1CCN(c2ccccc2O)CC1)N1CCCC1 | -4 | 8% | -17% | -2% | -1% | 0% | 0% | -36% | 1%
O=C(COc1ccccc1)Nc1nnc(-c2ccc(Cl)s2)o1 | 23 | 6% | 1% | -9% | -2% | -1% | 2% | 6% | -11%
Cc1c(C(=O)O)oc2c1C(O)CCC2 (stereo not given) | 15 | 6% | 0% | -5% | 7% | -9% | -3% | 2% | 9%
O=S(=O)(c1ccccc1)N1C2CCC1CC(O)(c1cccnc1)C2 (stereo not given) | 11 | 0% | 9% | 13% | 14% | 0% | 2% | -5% | 2%
Cc1ccc(C2c3[nH]c4ccccc4c3C[C@H]3C(=O)N(c4ccccc4C(=O)N4CCC(C(=O)O)CC4)C(=O)N23)cc1 (stereo not given in full) | 18 | 8% | 4% | -10% | 0% | -26% | -1% | 15% | -5%
COc1ccc(-c2nnc(C)c3nocc23)cc1 | 2 | / | -5% | 0% | -2% | ? | 0% | -24% | -23%
S=C(S)OC1CC2CC1C1CCCC21 (stereo not given) | -5 | 3% | 18% | -5% | 0% | ? | ? | 16% | -14%
CCCCNC(=O)C1CCC(=O)N1CCc1ccccc1 (stereo not given) | 14 | 0% | 3% | 14% | 12% | -1% | 5% | 0% | 0%
Cc1cnc(C(=O)OCC(=O)Nc2cccc(C)c2C)cn1 | 5 | -15% | 5% | -3% | 11% | 1% | 7% | ? | -23%
O=C(CCCCCN1C(=O)c2ccccc2C1=O)Nc1cccc(O)c1 | 6 | 5% | 0% | 16% | 0% | -3% | -1% | ? | -18%
COc1ccc(CCn2c(-c3ccncc3)n[nH]c2=S)cc1OC | 21 | -1% | 14% | 23% | 6% | 0% | -58%[inhibitor] | 1% | 0%
Cc1ccc2c(c1)NC(=O)C(CC(=O)NCCCN1CCc3ccccc3C1)O2 (stereo not given) | 7 | 9% | 3% | 2% | 7% | -2% | 13% | -6% | 3%
O=C(COc1ccc(F)cc1)NN1C(=O)CSC1=S | 0 | / | -1% | -6% | 6% | ? | -12% | -3% | 4%
Cc1noc(C)c1NC(=O)N(C)C[C@H]1OCc2cnnn2CCCC(=O)N([C@@H](C)CO)C[C@H]1C | 19 | -2% | 10% | 12% | 7% | / | / | 7% | 2%

3 entries from above, field by field.
Cc1ccc(C2c3[nH]c4ccccc4c3C[C@H]3C(=O)N(c4ccccc4C(=O)N4CCC(C(=O)O)CC4)C(=O)N23)cc1 (stereo not given in full)
  IL-1B inflam inh = 18	ATXN2 expr inh = 8%	HT1080 IDH1KD tx = 4%	HT1080NT lethal = -10%	KB-3-1 tox = 0%	SW480 rerep = -26%	MCF10A rereplic = -1%	KB-V1 cytotox = 15%	WRN helicase inh = -5%

S=C(S)OC1CC2CC1C1CCCC21 (stereo not given)
  IL-1B inflam inh = -5	ATXN2 expr inh = 3%	HT1080 IDH1KD tx = 18%	HT1080NT lethal = -5%	KB-3-1 tox = 0%	SW480 rerep = ?	MCF10A rereplic = ?	KB-V1 cytotox = 16%	WRN helicase inh = -14%

O=C(CCCCCN1C(=O)c2ccccc2C1=O)Nc1cccc(O)c1
  IL-1B inflam inh = 6	ATXN2 expr inh = 5%	HT1080 IDH1KD tx = 0%	HT1080NT lethal = 16%	KB-3-1 tox = 0%	SW480 rerep = -3%	MCF10A rereplic = -1%	KB-V1 cytotox = ?	WRN helicase inh = -18%

Reformatted: two of the compounds above.
Cc1nc2nc[nH]n2c(=O)c1CCOC(=O)c1c(F)cccc1F
- IL-1B inflam inh: 16
- ATXN2 expr inh: -18%
- HT1080 IDH1KD tx: -19%
- HT1080NT lethal: -4%
- KB-3-1 tox: 4%
- SW480 rerep: 2%
- MCF10A rereplic: -5%
- KB-V1 cytotox: 6%
- WRN helicase inh: -6%

Cc1noc(C)c1COC(=O)c1ccccc1NC(=O)c1ccco1
- IL-1B inflam inh: ?
- ATXN2 expr inh: -11%[11.3 µM]
- HT1080 IDH1KD tx: -5%
- HT1080NT lethal: 2%
- KB-3-1 tox: -2%
- SW480 rerep: ?
- MCF10A rereplic: -23%
- KB-V1 cytotox: -25%
- WRN helicase inh: -2%[57.1 µM]

New compounds follow:
Sequence of screens – IL-1B inflam inh | ATXN2 expr inh | HT1080 IDH1KD tx | HT1080NT lethal | KB-3-1 tox | SW480 rerep | MCF10A rereplic | KB-V1 cytotox | WRN helicase inh
- O=C(CCSCc1ccccc1F)N1CCN(c2ccccn2)CC1
 : 16 | 29% | 9%[9.24 µM] | 2% | -7% | 14% | 2% | ? | 2%[57.1 µM]
- O=C(NCC1(c2ccccc2)CCCC1)c1ccccc1
 : 15 | / | 5% | 3% | -1% | -129%[inhibitor] | 22% | -19% | -6%
- O=C(Cc1cccs1)NCCCc1ccccc1
 : 16 | 2% | 3% | 8% | 18% | -32% | 12% | ? | -4%
- CCOC(=O)/C(=N\Nc1ccc(Br)cc1)N1CCN(c2ccccc2OC)CC1
 : -6 | -2% | -13% | -1% | -5% | 8% | 3% | ? | 58%[activator]
- CCOc1ccccc1N(CC(=O)NCC1CCCO1)C(=O)CCC(=O)Nc1nccs1 (stereo not given)
 : 18 | 0% | 0% | 9% | 10% | 2% | -2% | 6% | -3%
- O=C(Nc1cccc(O)c1)c1cc(-c2ccco2)on1
 : -28 | 50%[activator] | -2% | 0% | 8% | 7% | 11% | 2% | -17%
- COc1ccc(F)cc1S(=O)(=O)NCc1cc(=O)n(C)c(=O)n1C
 : 17 | 1% | 2% | 3% | -2% | -3% | -2% | -11% | -18%
- O=C(NCc1cccc(Cl)c1)C1CCC(=O)N(CCCN2CCOCC2)C1 (stereo not given)
 : 5 | 3% | 11% | 0% | 20% | -6% | -1% | 3% | -6%
- CCCC1(CC)C(=O)NC(=O)N=C1N (stereo not given)
 : -7 | 2% | 8% | 2% | 9% | 5% | -3% | 9% | 6%
- COc1ccc(C2=NOC(C(=O)Nc3ccc(C)cc3)C2)cc1OC (stereo not given)
 : 3 | -18% | -5% | 0%[9.24 µM] | -28% | 1% | -2% | -18% | 3%
- N#Cc1c(-c2ccco2)cc(-c2ccccn2)nc1N
 : -12 | 43%[activator] | -10% | -1% | 3% | 10% | ? | -14% | -43%
- CC1(C(=O)NCC(F)(F)F)CCN1C(=O)Cc1ccc(-c2ccccc2)cc1 (stereo not given)
 : 6 | -32% | -25% | -10% | ? | / | / | ? | 6%[57.1 µM]
- CC1=NN(c2nc(-c3ccc(C)cc3)cs2)C(=O)C1N=Nc1ccc2ccccc2c1 (stereo not given)
 : 19 | 9% | 10% | 6% | -1% | -4% | -6% | 0% | -20%
- Cc1cc(C)n(C(=O)c2cc3c(s2)CCCC3)n1
 : 17 | 17% | -4% | -5% | 16% | 2% | 8% | 0% | -12%
- CCc1cc(/C(Cc2csc(C)n2)=N/O)c(O)cc1O
 : -7 | -14% | -3% | -9% | ? | -3% | 3% | ? | -1%
- O=C(OCC#CCSc1nnc(-c2ccncc2)o1)c1sc2ccccc2c1Cl
 : -10 | -2% | 2% | 2% | -3% | ? | 0% | 0% | -11%
- CCOC(=O)c1sc(N2C(=O)C(O)=C(C(=O)c3ccco3)C2c2ccc(C)o2)nc1C (stereo not given)
 : 56 | -13% | -26% | -23% | 0% | 13% | ? | ? | -9%
- Cc1ccc(NC(=O)C2(C)CCN2CCc2ccccc2)cc1O (stereo not given)
 : 0 | 9% | 0% | 1% | 0% | / | / | 5% | -3%
- Cc1cccnc1NC(=O)C1CCN(S(=O)(=O)c2cccs2)CC1
 : -1 | -4% | 5% | 5% | 2% | -6% | -2% | 8% | 3%
- COc1cc2cc(Oc3ccc4ccc(=O)oc4c3)c(=O)oc2cc1O
 : -16 | -1% | -8% | -25% | 0% | -3%&-1% | ? | 15% | -19%
